# EPAC2 antagonist – antagonists of human EPAC2; Q8WZA2; Potency, µM (series often up to 114 µM), without a hit: at the top dose activity, negative = inhibition, hits mostly inhibitors; EPAC2 GEF exchange of Rap1B-BODIPY-GDP, fluorescence; 360,000 compounds, 0.18% hits; further: on the % scale 0 is the no-effect control and ±100 the full control effect; nearly all actives have a fitted effect of over 45% in size; many of its hits are not listed in these tables
# PTHR1 agonist – activates the human parathyroid hormone receptor PTHR1 | HEK293 GP2 PTHR1 cells, GloSensor cAMP luminescence, 1 h | 410,000 compounds, 0.075% hits | Q03431 | Potency, µM (doses to about 115 µM), inactives show at the top dose activation, most hits filed as activators; further: nearly all actives have a fitted effect of over 55% in size; some results filed as inactive show a strong effect at the top dose; inactives centre near -15; many of its hits are not listed in these tables
# Target sequence (Q03431 whole entry, looked up): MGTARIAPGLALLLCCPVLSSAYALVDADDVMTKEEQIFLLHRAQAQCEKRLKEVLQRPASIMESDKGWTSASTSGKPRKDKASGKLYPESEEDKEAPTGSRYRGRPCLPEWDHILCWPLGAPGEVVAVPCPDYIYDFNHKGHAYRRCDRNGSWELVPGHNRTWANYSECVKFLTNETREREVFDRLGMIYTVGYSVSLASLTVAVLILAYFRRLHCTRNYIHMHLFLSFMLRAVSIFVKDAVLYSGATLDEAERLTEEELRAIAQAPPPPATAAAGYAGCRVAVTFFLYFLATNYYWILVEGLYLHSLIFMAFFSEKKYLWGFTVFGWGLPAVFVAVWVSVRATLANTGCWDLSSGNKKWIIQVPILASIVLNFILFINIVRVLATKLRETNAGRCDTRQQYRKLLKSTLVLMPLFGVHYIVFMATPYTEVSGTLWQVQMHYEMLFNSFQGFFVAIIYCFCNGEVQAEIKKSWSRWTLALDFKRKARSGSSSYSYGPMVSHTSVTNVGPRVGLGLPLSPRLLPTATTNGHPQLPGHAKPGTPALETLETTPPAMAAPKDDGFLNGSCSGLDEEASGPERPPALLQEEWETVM
#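 HEK-293-derived GP2 cells expressing PTHR1 and a GloSensor cAMP reporter, 3,000/well, plated overnight, given luciferin plus IBMX (each 0.5 mM as added) for 1 h at 37 °C, then compound for 1 h at 37 °C. Luminescence was read after 15 min at room temperature.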
# FUS yeast rescue – suppressors of FUS proteinopathy in yeast; S. cerevisiae FUS-expressing, growth rescue, OD600, 24 h; Potency, µM (top dose mostly 76.6 µM), inactives show top-dose growth rescue (activation), most hits filed as activators; 390,000 compounds, 0.24% hits; AID 1347120;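 further: plate controls were DMSO vehicle for no effect and reference control for full effect; nearly all actives have a fitted effect of over 55% in size; some results filed as inactive show a strong effect at the top dose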
#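 Galactose (2%) drives FUS expression in yeast precultured in raffinose; seeding density OD 0.005. Test compounds incubated 24hr at 30C and 99% humidity before absorbance at 600 nm was measured.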
# EPAC2 ag – EPAC2 (human) agonism; EPAC2 activation, biochemical qHTS; response scale: 100% = 6.5 mM cAMP response; AID 720711; Potency, µM (top dose mostly 154 µM), for inactives: at the top dose activation, actives largely listed as activators; Q8WZA2; 360,000 compounds, 0.079% hits; further: nearly all actives have a fitted effect of over 50% in size
#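 Each well held 100 nM EPAC2, 250 nM RAP1B-BODIPY-GDP and 50 uM GDP. Fluorescence, read at 5-min intervals to 30 min, was referenced to a 6.5 mM cAMP positive control.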
# EPAC1 ag – agonists of human EPAC1. O95398. EPAC1 agonist qHTS, biochemical assay; response scale: 100% = response to 6.5 mM cAMP. Potency, µM (highest dose often 154 µM), for the others: top-dose activation, most hits filed as activators. 360,000 compounds, 0.073% hits. AID 720707; further: nearly all actives have a fitted effect of over 60% in size
#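 Read-out is the fluorescence drop as BODIPY-GDP leaves Rap1B (480 nm excitation, 540 nm emission), recorded every 5 minutes over 30 minutes. Reactions held 100 nM EPAC1, 250 nM Rap1B–BODIPY-GDP and 50 uM GDP, with 6.5 mM cAMP setting full activation.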
# TDP-43 yeast inh – rescues yeast growth from TDP-43 toxicity; TDP-43 expressing yeast growth rescue, BacTiter-Glo, 24 h; Potency, µM (titrated, usually from 46.1 µM), inactives show top-dose growth rescue (activation), hits mostly activators; 410,000 compounds, 1.8% hits; AID 652104; further: % of control where 0% means no effect; nearly all actives have a fitted effect of over 50% in size
#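 Growth rescue of TDP-43-toxic yeast measured as ATP luminescence (BacTiter-Glo). Cells grown to mid-log in raffinose, induced in galactose at OD600=0.02, exposed to compound 24 hr at 30 deg C.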
# EPAC1 antagonist – blocks human EPAC1 exchange factor; O95398; EPAC1 GEF assay, Rap1b-BODIPY-GDP exchange fluorescence; Potency, µM (titrated, usually from 115 µM), inactives show at the highest dose activity change, negative = inhibition, hits mostly inhibitors; 360,000 compounds, 0.14% hits;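 further: plate controls were vehicle for no effect and positive control for full effect; nearly all actives have a fitted effect of over 50% in size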
# aSyn rescue – rescues yeast growth from alpha-synuclein toxicity; Yeast expressing alpha-synuclein, growth rescue, BacTiter-Glo, 24 h; Potency, µM (titrated, usually from 46.1 µM), inactives show top-dose growth rescue (activation), hits mostly activators; 370,000 compounds, 0.14% hits; AID 652106; further: % of control where 0% means no effect; nearly all actives have a fitted effect of over 65% in size
#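 Rescue of yeast growth: cells expressing toxic alpha-synuclein, induced in galactose at OD600 0.02, incubated with compound 24 h at 30 C. ATP luminescence quantified growth; inhibitors of toxicity appear as activators.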
# * hit, by the source's call; i = inactive; ? = inconclusive; . = no result given; & = joins results of further samples; [ ] = remark or other dose. The call rests on the fitted dose curve; in most records, active means well fitted curve in the direction sought with a large enough effect; inconclusive means small, poorly fitted or top-dose-only effect, or another doubt; inactive means no such curve, though single readings can be large; an effect the other way counts as inactive or inconclusive. Potency means the concentration at half of the fitted maximal effect. These rows are one share of the data; rates above refer to the full screens.
# Values run as follows: EPAC2 antagonist, PTHR1 agonist, FUS yeast rescue, EPAC2 ag, EPAC1 ag, TDP-43 yeast inh, EPAC1 antagonist, aSyn rescue
> O=C(COC(=O)c1ccc(Br)cc1)NC(=O)NCc1ccccc1
 : 5.2%, -4.2%, 0.1%, 1.2%, -4.6%, 7.5%, -0.9%, -0.1%[1.84 µM]
> CCCc1cc(=O)[nH]c(SCC(=O)Nc2sccc2C#N)n1
 : -0.3%, -15.1%, 19.5%, -2.7%, 0.5%, 22.2%, 5.0%, -6.8%
> COc1ccc(CCNC(=O)CCc2ccccc2)cc1OC
 : -16.5%, ?, 9.0%, -0.6%, 5.9%, -3.6%, -22.2%, 0.1%
> O=C(CC(O)(C(F)(F)F)C(F)(F)F)Nc1ccc(Cl)c(Cl)c1
 : -4.9%, -35.1%[inhibitor], -3.5%, -0.3%, 0.8%, -89.6%[inhibitor], 1.8%, -66.7%[inhibitor]
> Cc1cc(C)c(NC(=O)NC(=O)C(Cl)(Cl)Cl)c(C)c1
 : 13.8%, i, 7.7%, -4.4%, -4.5%, 8.4%, -3.0%, -0.2%
> CN(C)c1ccc(NC(=O)CSc2nc3ccccc3c(=O)n2CC2CCCO2)cc1 (configuration not stated)
 : 2.3%, 13.1%, 56.6%, 6.9%, 4.8%, 7.2%, -19.3%, -5.0%
> O=C(CSc1ccccn1)Nc1ccc2c(c1)C(=O)c1ccccc1C2=O
 : 0.4%, i, ., 15.5%, 7.2%, 21.0%, -23.9%, -10.1%
> CC(Oc1ccc2c(-c3ccccc3)cc(=O)oc2c1)C(=O)N1CCC[C@@H]1C(N)=O (some centres not stated)
 : 9.0%, -31.7%, -2.3%, 2.8%, -21.4%, 1.1%, 7.4%, -26.2%
> CCc1cccc(OCCCCNCCCOC)c1
 : -0.3%, i, 8.5%, 17.4%, 2.6%, -2.2%, -22.1%, -2.2%
> COc1cc(/C=C/C(=O)N2CCCC2)cc(OC)c1OC
 : 10.2%, i, ., -1.5%, -4.6%, 0.5%, 0.8%, 1.3%
> CCC(C)NS(=O)(=O)c1ccc(OC)c(Cl)c1Cl (configuration not stated)
 : -5.2%, i, 6.9%, 0.3%, 9.0%, ?, -8.2%, 0.7%
> O=S1(=O)N=C(N(CCO)/N=C/c2ccncc2)c2ccccc21
 : 16.7%, i, 28.5%, 3.9%, -7.1%, 0.0%, -6.3%, -4.1%
> CC1=NN(c2ccccc2)C(=O)/C1=C\C=C1\N(C)c2ccccc2C1(C)C
 : -14.0%, -13.0%, 5.0%, 26.4%, 15.5%, 21.9%, -15.6%, 2.7%
> NS(=O)(=O)c1ccc(CCNC(=O)c2ccc3c(c2)N(Cc2ccccc2)CCS3)cc1
 : 6.4%, -23.5%, 14.1%, -3.0%, -4.4%, -7.6%, -0.7%, 1.6%
> O=[N+]([O-])c1ccc(-c2nnc(CNC3CCCC3)o2)cc1
 : 5.0%, i, 8.6%, -3.4%, 1.4%, 14.3%, 2.3%, -2.4%
> Cc1n[nH]c(C)c1CCC(=O)N/N=C/c1cccc([N+](=O)[O-])c1
 : -2.9%, i, 30.3%, 10.2%, -0.4%, -10.7%, -23.9%, 4.1%
> CC(C)(C)c1ccc(/C=C(\C#N)C(=O)NC2CC2)cc1
 : -9.2%, -27.0%, -7.2%, 8.3%, 1.9%, 35.5µM*, -21.7%, 27.0%
> CCN1CCN(CCCOc2ccc(Cl)cc2Br)CC1
 : -2.5%, 7.4%, -4.9%, 1.6%, -8.1%, -17.9%, -10.9%, 1.4%
> Cn1c(SCC(=O)NC2CCCCC2)nnc1-c1cc2cc(Cl)ccc2o1
 : 11.3%, -13.9%[57.5 µM], 0.9%, -0.7%, -4.8%, 1.3%, 5.6%, 0.1%
> COc1ccc(Nc2ncnc3sccc23)c(OC)c1
 : -5.4%, -23.0%, 29.7%, -0.5%, 8.1%, -25.5%, -13.9%, -1.1%
> Cc1cccc(-c2nc3ccccc3c(=O)n2N)c1
 : -1.8%, i, -21.5%, 7.3%, -0.9%, -2.1%, -4.9%, -0.8%
> COc1cc(NC(=O)CN2C(=O)NC3(CCOc4ccccc43)C2=O)cc(OC)c1 (configuration not stated)
 : 0.0%, -1.8%, 37.9%, 14.4%, -10.9%, 9.7%, -6.3%, -1.2%[1.84 µM]
> O=C(NCCc1ccc(Cl)cc1)C1CCCN1C(=O)Nc1ccc(F)cc1 (configuration not stated)
 : -4.8%, -14.9%, -18.3%, 1.2%, 15.9%, 11.6%, -2.3%, 1.8%
> CCN(C(=O)CSc1nnc(Nc2ccccc2)s1)C1CCS(=O)(=O)C1 (configuration not stated)
 : -0.4%, i, 0.3%, -3.4%, -10.7%, -5.1%, 5.8%, -1.4%
> O=S(=O)(c1ccc2c(c1)C(O)c1ccccc1CC2)C(F)(F)F (configuration not stated)
 : ?, -55.1%[inhibitor], 29.4%, 6.5%, -11.4%, ., -25.4%, .
> COC(=O)C(CC(C)C)NC(=O)c1cc(OC)c(OC)c(OC)c1 (configuration not stated)
 : 12.3%, -15.6%, 17.8%, -2.4%, 2.9%, 1.5%, 10.8%, 7.3%
> CN(Cc1nc(-c2ccc(Cl)cc2)no1)C(=O)c1ccco1
 : -3.2%, -16.3%, -2.0%, 11.5%, 0.1%, -14.9%, -3.1%, 8.1%
> COCCn1c(C)cc(C(=O)COC(=O)CCN2C(=O)c3ccccc3C2=O)c1C
 : -5.7%, i, 16.6%, -1.9%, 3.7%, 12.6%, 3.4%, -3.6%
> C/C(=N\NC(=S)NC(C)C)c1ccccc1OC(F)F
 : -7.5%, -2.2%, 9.7%, 1.7%, -2.0%, ?, -10.7%, -7.0%
> Oc1ccccc1Nc1nc(NCC2CCCO2)c2ccccc2n1 (configuration not stated)
 : -3.3%, -28.9%, 43.0%, 4.1%, 8.7%, 4.1%, 4.9%, -2.4%
> CC(C)(C)c1ccc(S(=O)(=O)NC(=O)C2(C)CCN2C(=O)Cc2ccc(-c3ccccc3)cc2)cc1 (configuration not stated)
 : ?, -2.2%, ?, -5.1%, -5.2%, 19.6%, ?, -22.7%
> O=C1OC(Nc2cc(Br)cc3cccnc23)c2ccccc21 (configuration not stated)
 : -0.5%, i, 20.3%, -2.2%, 4.3%, 8.9%, 6.1%, -0.6%
> CC(=O)c1c(C)[nH]c(C(=O)OCCCCN2C(=O)c3ccccc3C2=O)c1C
 : 8.5%, -19.8%, 7.7%, -2.1%, -0.3%, 20.9%, 6.9%, 13.3%
> O=C(NCc1cccnc1)c1csc([C@H]2C[C@H](O)[C@@H](CO)O2)n1
 : 19.6%, -6.7%, -6.1%, 5.7%, -14.6%, -5.4%, -1.9%, -3.8%
> COc1ccc(C(=O)NC2(C(F)(F)F)C(=O)N(Cc3ccco3)C3=C2C(=O)CC(C)(C)C3)cc1OC (configuration not stated)
 : -16.3%, ?, ?, -10.2%, 1.8%, -17.4%, -17.1%, -0.9%
> CCc1ccc(OCC2Cn3c(nc4c3c(=O)[nH]c(=O)n4C)O2)cc1 (configuration not stated)
 : 2.1%, i, -7.2%, -3.5%, -8.5%, 4.3%, -6.1%, 0.9%
> Cc1ccc(S(=O)(=O)NCC(=O)NC2CCCCCC2)cc1
 : -3.5%, i, 22.8%, 8.9%, 9.3%, -19.8%, 12.3%, 3.4%
> Cc1cccnc1C(NC(=O)C1CCN(Cc2ccc(Cl)cc2)CC1)c1ccccc1 (configuration not stated)
 : -1.2%, i, -14.4%, 11.0%, 3.7%, 2.2%, -0.8%, -0.4%
> CCCn1c(SC(C)C(=O)NCC2CCCO2)nc2sc(CC)cc2c1=O (configuration not stated)
 : -4.2%, -12.0%, ., 8.9%, 1.2%, ?, -5.1%, -22.3%
> COC(=O)c1ccccc1NC(=O)c1ccc(-c2ccc(Br)cc2)o1
 : -0.9%, i, 1.9%, 6.3%, -0.7%, -8.3%, 10.7%, -5.7%
> COc1ccc(-c2csc3nc(-c4ccccc4)oc(=O)c23)cc1OC
 : 2.0%, -18.6%, 0.0%&8.3%, 5.2%, 8.4%, -14.3%&1.2%, 8.2%, -4.9%
> CC(C)OC(=O)C1C(=O)CC(C)(O)C(C(=O)OC(C)C)C1c1cccc(O)c1 (configuration not stated)
 : -1.2%, -6.1%[57.5 µM], 21.8%, -1.9%, 0.0%, -15.0%, -3.1%, 2.4%
> O=C(NNc1nc2c(F)cccc2s1)c1ccc(F)cc1
 : 2.8%, -30.1%[inhibitor], 7.4%, 3.5%, 2.6%, 10µM*, -10.4%, -0.2%
> CCc1cc(=O)oc2c3c(cc(OCC(=O)N[C@H](C(=O)O)[C@H](C)CC)c12)OC(C)(C)CC3
 : 3.5%, -14.5%, 21.9%, 1.2%, 10.4%, -8.9%, -21.8%, -0.6%
> Cc1csc(NC(=O)c2ccco2)c1C(=O)c1ccccc1
 : -18.3%, 6.1%, 24.3%, 17.6%, 1.3%, -16.1%, ?, 1.7%

# Quoted from the listing, seven compounds:
# Values run as follows: EPAC2 antagonist, PTHR1 agonist, FUS yeast rescue, EPAC2 ag, EPAC1 ag, TDP-43 yeast inh, EPAC1 antagonist, aSyn rescue
> O=C(COC(=O)c1ccc(Br)cc1)NC(=O)NCc1ccccc1
 : 5.2%, -4.2%, 0.1%, 1.2%, -4.6%, 7.5%, -0.9%, -0.1%[1.84 µM]
> CCCc1cc(=O)[nH]c(SCC(=O)Nc2sccc2C#N)n1
 : -0.3%, -15.1%, 19.5%, -2.7%, 0.5%, 22.2%, 5.0%, -6.8%
> COc1ccc(CCNC(=O)CCc2ccccc2)cc1OC
 : -16.5%, ?, 9.0%, -0.6%, 5.9%, -3.6%, -22.2%, 0.1%
> O=C(CC(O)(C(F)(F)F)C(F)(F)F)Nc1ccc(Cl)c(Cl)c1
 : -4.9%, -35.1%[inhibitor], -3.5%, -0.3%, 0.8%, -89.6%[inhibitor], 1.8%, -66.7%[inhibitor]
> Cc1cc(C)c(NC(=O)NC(=O)C(Cl)(Cl)Cl)c(C)c1
 : 13.8%, i, 7.7%, -4.4%, -4.5%, 8.4%, -3.0%, -0.2%
> CN(C)c1ccc(NC(=O)CSc2nc3ccccc3c(=O)n2CC2CCCO2)cc1 (configuration not stated)
 : 2.3%, 13.1%, 56.6%, 6.9%, 4.8%, 7.2%, -19.3%, -5.0%
> O=C(CSc1ccccn1)Nc1ccc2c(c1)C(=O)c1ccccc1C2=O
 : 0.4%, i, ., 15.5%, 7.2%, 21.0%, -23.9%, -10.1%
